Assay outcomes: PubChem, several laboratories
Furin inh: blocks human furin protease activity | P09958 | purified furin, fluorogenic substrate cleavage | inhibition, % at 30 µM | 220,000 compounds, 0.061% hits; in the data active means inhibition above about 25%; further: inactives centre near -15
Target sequence (P09958 108-714 limits assumed): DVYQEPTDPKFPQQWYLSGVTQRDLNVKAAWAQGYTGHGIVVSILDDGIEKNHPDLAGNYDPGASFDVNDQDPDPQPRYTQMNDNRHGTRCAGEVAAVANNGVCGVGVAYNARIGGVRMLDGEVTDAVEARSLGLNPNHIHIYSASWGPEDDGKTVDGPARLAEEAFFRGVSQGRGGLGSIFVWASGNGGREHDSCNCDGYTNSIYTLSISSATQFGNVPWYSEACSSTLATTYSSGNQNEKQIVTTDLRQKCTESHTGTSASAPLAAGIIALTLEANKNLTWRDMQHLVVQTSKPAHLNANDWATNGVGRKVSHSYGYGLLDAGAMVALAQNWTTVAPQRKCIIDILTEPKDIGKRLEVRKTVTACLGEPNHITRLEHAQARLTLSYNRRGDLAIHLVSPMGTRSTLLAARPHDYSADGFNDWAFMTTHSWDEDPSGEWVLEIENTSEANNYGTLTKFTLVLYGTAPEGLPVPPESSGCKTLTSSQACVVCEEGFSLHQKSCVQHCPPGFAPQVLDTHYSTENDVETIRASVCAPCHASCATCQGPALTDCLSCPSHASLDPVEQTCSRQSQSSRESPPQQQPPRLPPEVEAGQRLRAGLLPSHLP
Cl transport mod: KCC2 (human) Cl- transport modulation | Q9H2X9 | KCC2 cells, thallium flux FluoZin-2 fluorescence | B-score of Tl+ flux slope (higher = more flux/activation; lower = inhibition) at 10 µM | 190,000 compounds, 2.2% hits | AID 1456;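 active means thallium flux slope and its plate-corrected score both differing from the plate sample mean at a set confidence after two filtering rounds, in either direction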;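 further: slope of fluorescence scaled to starting intensity during 10 to 20 s after thallium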
PERK inh: blocks human PERK kinase | Q9NZJ5 | CHO PERK-DD fusion, SEAP luminescence translation reporter | inhibition, % at 5.6 µM | 220,000 compounds, 0.17% hits;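 active means inhibition above the mean inhibition of all tested compounds plus 3 SD, set separately per screening campaign, cut at about 2.9% in these data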;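 further: PERK kinase domain activated by AP20187 dimerizer at 100 nM; 0% = DMSO with dimerizer and 100% = rapamycin at 8.4 µM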
Numbers without * were called inactive; i = inactive; [ ] = remark or other dose.

item	Cl transport mod	Furin inh	PERK inh	SMILES
1	0.12	-11[20 µM]	0.9	CN(C)CCNC(CC(=O)Nc1ccc(Cl)c(Cl)c1)C(=O)O (configuration not stated)
2	0.55	-19[20 µM]	0.1	Cc1cc(C(=O)N2CCN(c3ncccn3)CC2)sc1-c1ccccc1
3	-0.047	-4[20 µM]	-0.3	Cc1cc(C)n(-c2nc3sc4c(c3c3nnc(SC(C)C)n23)CC(C)(C)OC4)n1
4	0.16	-26[20 µM]	0.3	CSc1nc2sc3c(c2c2nnnn12)CC(C)(C)OC3
5	0.11	-29[20 µM]	1.1	CCOCCCn1c(=N)c(C(=O)Nc2cc(C)on2)cc2c(=O)n3ccccc3nc21
6	-0.063	-14[20 µM]	1.5	CCOc1nc(-c2ccc(OC)cc2)ccc1-c1noc(-c2cccnc2)n1
7	0.87	-18	0.2	Cc1noc(/C=C/N(C)C)c1S(=O)(=O)N1CCCC(C(=O)N2CCc3ccccc32)C1 (configuration not stated)
8	-0.55	-5	-1.2	O=C(Nc1nc2cc3c(cc2s1)OCCO3)c1cccc(S(=O)(=O)N2CCOCC2)c1

Full records from above.
Shown for Cc1noc(/C=C/N(C)C)c1S(=O)(=O)N1CCCC(C(=O)N2CCc3ccccc32)C1 (configuration not stated) = Cl transport mod: 0.87; Furin inh: -18; PERK inh: 0.2
Shown for CCOCCCn1c(=N)c(C(=O)Nc2cc(C)on2)cc2c(=O)n3ccccc3nc21 = Cl transport mod: 0.11; Furin inh: -29[20 µM]; PERK inh: 1.1

Later entries
item	Cl transport mod	Furin inh	PERK inh	SMILES
9	-0.71	-8[20 µM]	-0.4	CN(C(=O)c1ccc(C(=O)N(C)C2CCCCC2)cc1)C1CCCCC1
10	0.34	-23[20 µM]	-0.4	O=c1c2cnn(-c3ccccc3)c2ncn1/N=C/c1ccncc1
11	1.3	-12[20 µM]	0.1	O=C(CSc1nnc(-c2ccc(Cl)s2)o1)N1CCOCC1
12	-0.079	-5[20 µM]	-0.4	C=C(C)C1Cc2c(C)nn(-c3cc(C)c4ccccc4n3)c2C1 (configuration not stated)
13	0.37	10[20 µM]	-0.1	Cc1nnc2n(CCc3ccccc3)c(=O)c3c4c(sc3n12)CCCC4
14	-0.0031	-7	0.1	COc1cccc(-n2c(SCC(=O)N3CCCC3)nc3c([nH]c4ccccc43)c2=O)c1
15	i	11[20 µM]	1.4	CCCCCCc1cc2cc(-c3nnc(-c4cccc(OC)c4)o3)c(=O)oc2cc1O
16	-0.17	-22[20 µM]	-0.1	COc1c(S(=O)(=O)N2CCCCC2)ccc2c(S(=O)(=O)N3CCCCC3)cccc12
17	2.4	-11[20 µM]	0.4	COC(=O)c1ccc(Cn2nnc3c(sc4nc(N5CCOCC5)c5c(c43)CCCC5)c2=O)o1

Ordered by value in PERK inh (falling): some entries from above
nr | compound | Cl transport mod | Furin inh | PERK inh
15 | CCCCCCc1cc2cc(-c3nnc(-c4cccc(OC)c4)o3)c(=O)oc2cc1O | i | 11[20 µM] | 1.4
17 | COC(=O)c1ccc(Cn2nnc3c(sc4nc(N5CCOCC5)c5c(c43)CCCC5)c2=O)o1 | 2.4 | -11[20 µM] | 0.4
11 | O=C(CSc1nnc(-c2ccc(Cl)s2)o1)N1CCOCC1 | 1.3 | -12[20 µM] | 0.1
13 | Cc1nnc2n(CCc3ccccc3)c(=O)c3c4c(sc3n12)CCCC4 | 0.37 | 10[20 µM] | -0.1
9 | CN(C(=O)c1ccc(C(=O)N(C)C2CCCCC2)cc1)C1CCCCC1 | -0.71 | -8[20 µM] | -0.4

A portion of the library; count on the stated rates, not on these rows.
